Bioassay records: PubChem, Broad Institute
esBAF inh – SWI/SNF esBAF complex inhibition. AID 602393. reporter increase, % at 12.5 µM. mouse ES cells, Bmi1-luciferase knock-in reporter, 24 h; 100% = twice the neutral-well signal. 350,000 tested, 2% active; in the data active = activation above about 40%; inconclusive = no clear call, values can overlap the other calls;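 note: 0% = median of the plate's neutral control wells and 100% = double that signal; a rise in the Bmi1 reporter signal indicates esBAF inhibition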
FN deposit inh – fibronectin deposition inhibition | AH1F fibroblasts, Alexa488-fibronectin deposition fluorescence, overnight | inhibition, % at 12.6 µM | 350,000 tested, 0.086% active | AID 743247;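 active = mean inhibition across replicates of 30% or more, regardless of how many single replicates reach that level; inconclusive = mean under 30% yet at least half of replicates reach 30%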;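 note: positive control wells lacked labelled fibronectin entirely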
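Schedule: 1 h cell adhesion before compound, then overnight fibronectin incubation; test system: AH1F fibroblast monolayer depositing Alexa488-labelled fibronectin into matrix; quantity: 10000 AH1F cells per well; probe or stimulus: fluorescent fibronectin at 24 nM final; signal: fluorescence, ex 485 nm, em 525 nm; evaluation: percent inhibition as loss of matrix-bound fibronectin fluorescence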
RAD54 inh – blocks human RAD54 Holliday junction branch migration. Q92698. FAM/BHQ fluorescence. inhibition, % at 10.4 µM. 360,000 tested, 0.14% active;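 active = mean normalized replicate activity at least 40 and at least half of replicates scoring 40 or more; inconclusive = only one of the two criteria met; inactive = mean below 40 and under half of replicates reaching 40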;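 note: 0% = median of neutral control wells and 100% = median of positive control wells; inhibitors cause a drop in the FAM fluorescence signal; in these data hits start at about 50%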
XiGFP reactiv – reactivates the inactive X chromosome in mouse fibroblasts; XiGFP mouse fibroblasts, % GFP-positive cells imaging, 3 d; cells co-treated with 5-aza-dC sensitizer; scaled so ellipticine positive control = 100%; activation, % at 7.58 µM; 360,000 tested, 0.055% active; AID 743238;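 active = mean normalized replicate activation at least 10% and every replicate at or above 10%; inconclusive = only one of the two criteria met; inactive = mean below 10% and not all replicates reach 10%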;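 note: 0% = median of on-plate neutral control wells and 100% = ellipticine 6 µM median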
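System: 68-5-11 XiGFP fibroblast line; Timing: 3 days compound exposure; Compound dosing: one concentration, pinned; Benchmarks: positive control ellipticine, 6 µM final; Buffer or medium: DMEM containing 5-aza-dC.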
RAD52 anneal inh – inhibitors of human RAD52 DNA annealing; P43351; 360,000 tested, 0.46% active; recombinant RAD52 DNA annealing, FRET fluorescence; inhibition, % at 18.7 µM;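 active = every replicate showing at least 50% inhibition; inconclusive = mean inhibition at least 50% but not in every replicate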
E-selectin induc – induces E-selectin expression in human endothelial cells; 260,000 tested, 0.37% active; AID 686992; activation, % at 7.58 µM; P16581; HUVEC E-selectin immunofluorescence imaging; normalized: neutral wells 0, TNF-alpha wells 100;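 active = mean E-selectin-positive cell signal at least 10% of the positive control, reached in at least 60% of replicates, without over 20% cell loss; inconclusive = no rule given, readout overlaps actives, possibly toxicity-flagged; inactive = the rest, including those meeting only one limit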;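 note: in these data hits start at about 27%; measured in HUVEC primary endothelial cells; signal is the percent of cells scored E-selectin positive by PE staining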
Target sequence (P16581 whole entry, looked up): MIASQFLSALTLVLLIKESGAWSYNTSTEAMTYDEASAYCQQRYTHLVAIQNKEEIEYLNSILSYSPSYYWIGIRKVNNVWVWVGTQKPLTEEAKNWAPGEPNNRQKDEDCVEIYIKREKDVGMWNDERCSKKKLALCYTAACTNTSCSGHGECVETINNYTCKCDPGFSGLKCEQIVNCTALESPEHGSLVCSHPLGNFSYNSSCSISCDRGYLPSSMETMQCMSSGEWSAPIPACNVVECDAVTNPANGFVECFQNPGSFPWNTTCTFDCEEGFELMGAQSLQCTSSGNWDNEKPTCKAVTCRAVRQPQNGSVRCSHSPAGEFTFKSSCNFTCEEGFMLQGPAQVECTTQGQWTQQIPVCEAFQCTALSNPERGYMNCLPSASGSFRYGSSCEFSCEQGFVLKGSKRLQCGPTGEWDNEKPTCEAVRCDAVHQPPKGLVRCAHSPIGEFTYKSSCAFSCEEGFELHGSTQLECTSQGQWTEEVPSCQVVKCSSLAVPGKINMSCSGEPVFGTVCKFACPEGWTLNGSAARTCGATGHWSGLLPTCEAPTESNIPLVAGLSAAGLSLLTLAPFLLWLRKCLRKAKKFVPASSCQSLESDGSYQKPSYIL
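assay system = HUVEC, human umbilical vein endothelial cells | input = 3,000 HUVEC seeded per well | medium = EGM-2 growth medium on 0.1% gelatin-coated wells | dosing = one compound dose added by pin transfer | signal = immunofluorescence imaging | read-out basis = % PE-positive cells | control set = TNF-alpha, DMSO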
EWS-Fli inh – blocks EWS/Fli oncoprotein-driven transcription; AID 651661; 350,000 tested, 0.67% active; A673 NR0B1-luciferase reporter, viability-normalised; inhibition, % at 12.6 µM;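 active = mean inhibition of at least 50% after viability correction, with every replicate also passing that limit; inconclusive = mean reaches 50% but only one of two replicates passes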;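 note: firefly luciferase signal divided by Alamar Blue viability fluorescence both relative to DMSO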
S100A4 inh HTS – inhibitors of human S100A4 binding to myosin IIA peptide | S100A4/TAMRA-MyoIIA peptide fluorescence polarization | inhibition, % at 10.7 µM | 360,000 tested, 0.14% active | AID 652163;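 active = mean inhibition of at least 70% across replicates, with every replicate also reaching that level; inconclusive = mean inhibition reaches 70% but some replicates fall short; inactive = mean inhibition below 70%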
Target sequence (P26447 whole entry, looked up): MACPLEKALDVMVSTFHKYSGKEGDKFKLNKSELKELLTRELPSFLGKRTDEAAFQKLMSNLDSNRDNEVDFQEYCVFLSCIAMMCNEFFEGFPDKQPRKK
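incubation = readout 5 min after mixing, signal stable up to 60 min | system = S100A4 monomer protein | buffer or medium = HEPES pH 7.2 with CaCl2, KCl, NaCl, DTT, Triton | benchmarks = neutral control DMSO, positive control TFP | also added = fluorescent myosin IIA peptide, 5 nM | compound dosing = one concentration per compound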
Starred values were filed as active, the others as inactive; u = inconclusive; x = not tested or not shown; & = joins results of further samples. Not a hit list; overall some 3% were active at least once.

SMILES | esBAF inh | FN deposit inh | RAD54 inh | XiGFP reactiv | RAD52 anneal inh | E-selectin induc | EWS-Fli inh | S100A4 inh HTS
COc1ccc(-c2cc(C(F)(F)F)c(C#N)c(SCC(=O)O)n2)cc1 | x | x | x | 0.1 | -5.5 | x | 5.4 | 19.8
O=[N+]([O-])c1ccc(CP(=O)(c2ccccc2)c2ccccc2)cc1 | -3.6 | -2.8 | -5.1 | 0.1 | -4.2 | x | 0.3 | -5.3
COc1ccc(C(=O)Nc2ccccc2C(=O)NCCN2CCOCC2)cc1 | 0.6 | x | 4.0 | x | -7.1 | x | -3.5 | 0.6
COc1ccc(N=C2CCS(=O)(=O)c3sccc32)cc1 | x | x | x | 0.0 | -14.5 | x | -14.1 | -6.1
C/C=C/c1cnc2c(c1)C(=O)N([C@H](C)CO)C[C@@H](C)[C@@H](CN(C)Cc1ccncc1)O2 | 3.3 | x | 3.4 | 0.8 | -5.9 | 0.3 | -14.4 | 3.5
COc1ccc(C#Cc2ccc([C@@H]3[C@@H](CO)N4C(=O)CN(C(=O)c5cccnc5)C[C@@H]34)cc2)cc1 | x | x | x | -0.1 | -21.8 | 0.0 | 1.5 | -17.3
C[C@H](CO)N1C[C@H](C)[C@@H](CN(C)C(=O)Nc2cccc(Oc3ccccn3)c2)OCc2cn(nn2)CCCC1=O | 0.4&1.5 | 3.4&-6.5 | -1.7 | -0.1&0.1 | 14.9&-0.2 | 0.0&0.0 | 0.1&-5.8&-4.6 | 6.2&-2.2
O=C(O)CC1(CC(=O)NCc2ccc(-c3cccs3)cc2)CCCCC1 | 0.1 | 8.0 | 1.0 | 0.1 | -7.1 | -0.1 | -3.6 | -1.2
CCC1(C(=O)O)NC(c2cccc(OC)c2O)C2C(=O)N(c3ccccc3)C(=O)C21 (stereo unspecified) | -18.1 | -1.6 | -1.8 | 0.0 | -15.7 | x | 0.6 | 3.3
COC(=O)c1nnn(-c2cccc(Cl)c2)c1C(=O)OC | x | -1.5 | x | 0.1 | -4.0 | x | 15.9 | 3.7
CCC(CC)C(C(=O)NC1CCCC1)N1CCN(c2cc(C)nc3ccccc23)CC1 (stereo unspecified) | x | -0.7 | x | 0.0 | -0.9 | -0.3 | 2.1 | 1.4
CN(C)CC(=O)N1[C@H](CO)[C@H](c2ccccc2-c2ccc(C(=O)N(C)C)cc2)[C@@H]1C#N | x | -8.5 | x | 0.0 | -5.9 | 0.2 | 0.3 | 9.1
COC(=O)Cn1c(CN2CCc3ccccc3C2)nc2c1c(=O)n(C)c(=O)n2C | 5.9 | 13.4 | -18.7 | 0.0 | -4.1 | 1.1 | 9.1 | 4.4
COCC(=O)Nc1ccc2c(c1)[C@H]1C[C@@H](CC(=O)NCc3ccc(-c4ccccc4)cc3)O[C@H](CO)[C@H]1O2 | 8.7 | x | -1.9 | 0.2 | -5.8 | 0.4 | 6.8 | -6.7
Cc1nn(C)c(C(=O)N/N=C/c2ccc(-c3ccccc3)cc2)c1Cl | -6.3 | 3.8 | 0.3 | 0.1 | -6.6 | -0.2 | 3.2 | u
CC(C)(CN=C1NS(=O)(=O)c2ccccc21)CNC(=O)c1ccccc1 | x | 4.5 | -2.0 | 0.0 | -14.4 | x | 6.3 | 23.1
COCC(=O)Nc1ccc2c(c1)C(=O)N(C)C[C@@H](OC)[C@H](C)CN(Cc1ccccc1F)[C@H](C)CO2 | 2.0 | -12.9 | -3.2 | 0.1 | -5.5 | -0.1 | 4.1 | 9.2
CN1CCN(C(=O)[C@H]2[C@H](CO)[C@H]3Cn4c(cccc4=O)[C@H]3N2Cc2cc(F)ccc2F)CC1 | -1.6 | -5.4 | 5.1 | 0.0 | -8.5 | -0.2 | -4.1 | 1.6
CC(C)(C)C1CCc2sc(C(=O)NNC(=O)CCl)cc2C1 (stereo unspecified) | 11.0 | 5.5 | 4.8 | 0.3 | -13.1 | x | 42.9 | 7.9
CN(C(=O)c1cccc(Br)c1)C1CCS(=O)(=O)C1 (stereo unspecified) | -1.9 | -1.4 | 3.7 | 0.3 | -3.9 | -0.2 | -0.4 | -0.9
O=C(C[C@H]1C=C[C@@H](NC(=O)CCN2CCCCC2)[C@H](CO)O1)NCc1ccc(Cl)c(Cl)c1 | 2.4 | 9.1 | 6.0 | -0.1 | -11.2 | -0.3 | -3.3 | -1.3
COc1ccc(-c2cn(Cc3cccc(OC)c3)nn2)cc1 | 0.8 | -5.2 | 0.2 | 0.4 | -2.7 | 0.0 | -26.3 | -4.5
CCCCCCC12Cc3cc(OC)c(OC)cc3C(O1)c1c(cc(C)oc1=O)O2 (stereo unspecified) | x | -15.0 | x | -0.1 | -26.8 | -0.1 | -3.0 | -2.4
C[C@@H]1CN([C@@H](C)CO)C(=O)Cc2cc(NC(=O)Cc3ccccc3)ccc2O[C@@H]1CN(C)C(=O)Nc1ccc(F)cc1 | 3.1 | 2.6 | 4.9 | 0.4 | -5.2 | -3.4 | -3.5 | 1.3
Cc1ccc(Cn2c(CN3CC(C)OC(C)C3)nc3c2c(=O)n(C)c(=O)n3C)cc1 (stereo unspecified) | 2.0 | -0.3 | -6.1 | 0.2 | -2.9 | 1.8 | -5.4 | -0.4
CN1CCN(c2nc(Nc3ccc(F)cc3)nc(Nc3ccc(F)cc3)n2)CC1 | -10.1 | 1.5 | 11.6 | 0.0 | 5.6 | x | 4.2 | -3.6
O=C(c1ccccc1F)N1C[C@H]2[C@@H](c3ccccc31)[C@@H](CO)N2C(=O)c1cccnc1 | 4.2 | x | 3.0 | 0.3 | 1.7 | 0.1 | 7.8 | -23.7
CCCC#Cc1ccc([C@H]2[C@@H](C#N)N(S(C)(=O)=O)[C@@H]2CO)cc1 | 5.7 | -2.2 | -6.1 | 0.3 | -10.7 | -0.1 | -23.9 | 1.5
CCOC(=O)c1cnn(-c2ccccc2)c1-n1cccc1C(=O)C(=O)N(C)C | x | 12.1 | x | 0.1 | -0.3 | -1.2 | 0.0 | 0.2
C[C@@H]1CN([C@H](C)CO)C(=O)c2cccc(NC(=O)c3cnccn3)c2O[C@@H]1CN(C)S(=O)(=O)c1ccc(F)cc1 | -4.2 | x | x | -0.5 | 6.8 | -0.1 | 0.8 | 15.4
CCOc1ccc2c(c1)C(=O)c1cc(OCC(=O)O)ccc1-2 | -5.1 | -0.6 | 3.3 | 0.1 | -12.1 | 0.2 | 18.2 | 3.2
NC(=O)N/N=C/c1ccc(-c2ccc(S(=O)(=O)Nc3ncccn3)cc2)o1 | -7.7 | 0.0 | -22.1 | 0.5 | -12.9 | 0.1 | 0.3 | -2.9
CCC(=O)N1CC2(CCN(Cc3nccs3)CC2)c2c(n(C)c3cc(OC)ccc23)[C@@H]1CO | x | x | x | 0.3 | 8.3 | 0.7 | 3.8 | -4.1
Cc1cnc(C(=O)OCc2cc(=O)n3c(C)cccc3n2)cn1 | -3.2 | x | -3.6 | 0.5 | -28.7 | -1.3 | -0.9 | -16.0
CCOc1ccc(NCc2cccn2-c2nnc(N3CCC(C(=O)NCCCN4CCCCC4)CC3)s2)cc1 | -4.1 | -1.6 | 8.5 | 0.0 | 23.6 | x | 0.2 | -3.1
COc1ccc(NC(=O)OC[C@@H]2CSCCS(=O)(=O)N2)cc1 | x | -2.3 | x | -0.1 | -13.2 | 0.4 | -48.5 | 0.6
CC[C@H](C)[C@@H]1NC(=O)c2cc([N+](=O)[O-])cc(I)c2NCC[C@@H](C(N)=O)NC(=O)[C@H](CCCN=C(N)N)NC1=O | x | 5.6 | x | 0.0 | 38.3 | -0.2 | 6.3 | -5.6
C[C@@H]1CCCCO[C@@H](CN(C)C)[C@H](C)CN([C@@H](C)CO)C(=O)c2cc(NS(=O)(=O)c3ccc(Cl)cc3)ccc2O1 | 1.3 | x | 0.6 | -0.2 | -5.9 | -0.1 | 1.4 | -0.3
CC(C)CC#Cc1ccc2c(c1)O[C@H](CN(C)Cc1cncnc1)[C@@H](C)CN([C@H](C)CO)S2(=O)=O | -2.4 | -15.2 | -9.3 | -0.5 | 15.8 | -2.0 | 37.6 | u
CCc1cccc(C)c1NC(=S)N(CCCN1CCN(C)CC1)Cc1cccs1 | -3.6 | 4.0 | 1.4 | -0.1 | -7.9 | 1.2 | 1.8 | -0.6
CN(C)N(C(=O)c1cc(-c2cccs2)nn1-c1ccccc1)C1CCS(=O)(=O)C1 (stereo unspecified) | -4.4 | -3.2 | 2.1 | -0.4 | -20.6 | -0.6 | -1.0 | -0.4
CC(C(=O)NCc1ccccc1)N(Cc1ccccc1Cl)C(=O)c1snc(C(N)=O)c1N (stereo unspecified) | 0.8 | -4.0 | -4.9 | 0.0 | -39.7 | 0.1 | -4.5 | -5.6
Cc1ccc(NC(=O)C2C3C=CC4(O3)C2C(=O)N(CCCN2CCCC2)C4C(=O)NC2CCCCC2)cc1Cl (stereo unspecified) | -1.4 | 3.7 | 1.5 | 0.0 | 0.8 | 0.1 | 14.2 | 6.0
COC(=O)C1CCN(C(=O)c2cc3c(=O)n4cccc(C)c4nc3n2Cc2ccccc2)CC1 | x | 6.9 | x | -0.1 | -1.6 | x | 4.3 | -1.1
CC(=O)O[C@@H]1[C@@]2(C)O[C@H]2CC[C@]23O[C@H]2[C@H](OC3=O)C2=C(C)C(=O)O[C@@]21O | -4.5 | -2.8 | -14.9 | 0.0 | -89.3 | x | -15.8 | -6.5
Cc1ccccc1S(=O)(=O)NCC[C@@H]1CC[C@@H](NS(=O)(=O)c2ccccc2C)[C@H](CO)O1 | -2.3 | x | -1.1 | -0.1 | -11.2 | 13.2 | 5.6 | 32.0
COc1ccc(CNC(=O)C(C)OC(=O)CN2C(=O)COc3ccccc32)cc1 (stereo unspecified) | -1.6 | -8.8 | 12.3 | -0.1 | -6.5 | 0.0 | 9.6 | -6.4
O=S(=O)(c1ccccc1)N1CCCCN2[C@H](C1)[C@@H](c1ccc(-c3ccccc3)cc1)[C@@H]2CO | 2.9 | x | -7.1 | 0.6 | -12.4 | 0.6 | -3.4 | -2.4
COc1ccc(C(=O)Nc2ccccc2N2CCN(C(=O)C(C)C)CC2)cc1Cl | 0.8 | x | -4.7 | x | 6.8 | x | x | -0.9
C[C@H]1CN([C@@H](C)CO)C(=O)Cc2cc(NS(=O)(=O)c3ccc(Cl)cc3)ccc2O[C@H]1CN(C)S(=O)(=O)c1cn(C)cn1 | -1.4 | x | -7.3 | -0.9 | -3.5 | 1.3 | -15.3 | 2.7
Cc1cc(=O)[nH]c(SCC(=O)N2CCN(C(c3ccccc3)c3ccccc3)CC2)n1 | 13.8 | x | -4.0 | x | -17.9 | x | x | -3.0
